TR SRC2 fluor cs: Total Fluorescence Counterscreen for Inhibitors of the Interaction of Thyroid Hormone Receptor and Steroid Receptor Coregulator 2; TRb/SRC2 Texas Red total fluorescence interference; hit rate 0.29% among 280,000; Potency, µM (doses to about 106 µM), for inactives: top-dose fluorescence change, negative = quenching; active = well fitted curve in either direction with a large enough effect; inconclusive = small, poorly fitted or top-dose-only effect
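Human TRβ ligand-binding domain (0.6 uM) and Texas Red SRC2 peptide (20 nM) in Tris buffer with 1 uM T3 and 5% DMSO were incubated with pinned compound for 5 hr at ambient temperature. Total fluorescence was computed as S + 2P (555/632 nm).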
aGal spleen mod: qHTS Assay for Inhibitors and Activators of Human alpha-Galactosidase From Spleen Homogenate; human spleen homogenate, 4MU-alpha-Gal fluorescence, 40 min; hit rate 0.008% among 240,000; Alpha-galactosidase A (Homo sapiens), P06280; Potency, µM (doses to about 80 µM), for inactives: top-dose activity change, negative = inhibition, usual class: inhibitors;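 also: 0% = enzyme with vehicle and -100% = no enzyme basal signal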
Target sequence (P06280 32-429 limits assumed): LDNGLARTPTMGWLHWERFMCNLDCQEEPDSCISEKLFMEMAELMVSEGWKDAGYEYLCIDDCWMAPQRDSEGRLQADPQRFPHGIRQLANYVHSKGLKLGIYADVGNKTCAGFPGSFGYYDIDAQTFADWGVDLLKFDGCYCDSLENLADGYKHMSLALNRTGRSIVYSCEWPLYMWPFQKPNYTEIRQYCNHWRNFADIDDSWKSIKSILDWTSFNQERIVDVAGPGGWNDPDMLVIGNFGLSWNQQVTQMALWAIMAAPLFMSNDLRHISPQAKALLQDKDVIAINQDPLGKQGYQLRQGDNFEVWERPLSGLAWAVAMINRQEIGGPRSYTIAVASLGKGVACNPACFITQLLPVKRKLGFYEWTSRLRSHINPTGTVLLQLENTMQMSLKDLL
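qHTS titration in buffer at pH 5.0. Alpha-galactosidase activity in spleen homogenate was measured via 4-methylumbelliferone release from 1 mM fluorogenic substrate after 40 min at 37C and a pH 10 stop. AC50 came from Hill fits of control-normalized data.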
ALDH1A1 inh: qHTS Assay for Inhibitors of Aldehyde Dehydrogenase 1 (ALDH1A1); hit rate 7.3% among 220,000; Potency, µM (titrated, usually from 75.3 µM), for the others: at the highest dose activity, negative = inhibition, usual class: inhibitors; AID 1030, 2008; Aldehyde dehydrogenase 1A1 (Homo sapiens), P00352; Purified ALDH1A1, NADH fluorescence, propionaldehyde substrate; active = well fitted inhibition curve with a large enough effect, not every such curve was filed as active; inconclusive = small, poorly fitted or top-dose-only effect, or another doubt; inactive = no such curve, though single readings can be large or run the other way;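 also: plate controls were no enzyme wells and a reference inhibitor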
Target sequence (P00352 whole entry, looked up): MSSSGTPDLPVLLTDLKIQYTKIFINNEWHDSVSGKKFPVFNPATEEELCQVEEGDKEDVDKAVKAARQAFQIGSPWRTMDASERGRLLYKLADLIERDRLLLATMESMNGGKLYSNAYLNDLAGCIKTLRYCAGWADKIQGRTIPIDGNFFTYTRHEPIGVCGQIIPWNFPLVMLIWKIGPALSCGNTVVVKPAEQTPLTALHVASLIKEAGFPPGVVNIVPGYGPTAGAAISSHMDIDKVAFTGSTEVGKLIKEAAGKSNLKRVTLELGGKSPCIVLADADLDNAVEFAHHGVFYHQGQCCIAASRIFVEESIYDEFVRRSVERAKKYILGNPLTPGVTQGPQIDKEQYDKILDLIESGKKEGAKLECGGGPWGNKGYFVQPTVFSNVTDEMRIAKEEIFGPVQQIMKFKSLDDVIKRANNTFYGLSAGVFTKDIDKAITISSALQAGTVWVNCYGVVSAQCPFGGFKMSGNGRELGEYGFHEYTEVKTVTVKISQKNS
Tau fibril ThT: qHTS for Inhibitors of Tau Fibril Formation, Thioflavin T Binding. hit rate 2.1% among 270,000. Potency, µM (titrated, usually from 57.4 µM), for inactives: top-dose activity, negative = inhibition, actives largely listed as inhibitors. recombinant tau K18 P301L, heparin-induced fibrillization, ThT fluorescence. Microtubule-associated protein tau (Homo sapiens), P10636; also: nearly all actives have a fitted effect of over 55% in size
Target sequence (P10636 561-689 P618L limits assumed): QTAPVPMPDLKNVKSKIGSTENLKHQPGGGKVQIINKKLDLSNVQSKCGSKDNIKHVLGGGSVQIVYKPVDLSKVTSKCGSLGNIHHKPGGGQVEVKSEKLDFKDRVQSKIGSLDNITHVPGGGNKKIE
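ThT emission at 510 nm, taken 1 hr after adding 30 uM dye, quantifies aggregates formed when 20 uM heparin acts on human tau K18 P301L for 6 hr at 37 C.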
Tau fluor counter: Counterscreen qHTS for Inhibitors of Tau Fibril Formation, Fluorescence Polarization; tau K18 P301L Alexa594 fluorescence, heparin fibrillization; Potency, µM (series often up to 57.7 µM), for the others: at the highest dose activity change, negative = decrease; hit rate 0.93% among 280,000; also: nearly all actives have a fitted effect of over 55% in size
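Human K18 P301L tau (15 uM unlabeled plus 0.24 uM Alexa 594-labeled, final) in 100 mM sodium acetate pH 7 was mixed with compound and 20 uM heparin and incubated 6 hr at 37 C.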
TRb SRC2 PPI: qHTS for Inhibitors of the Interaction of Thyroid Hormone Receptor and Steroid Receptor Coregulator 2; TRbeta-SRC2 peptide binding, fluorescence polarization; receptor liganded with 1 µM T3; Potency, µM (top dose mostly 106 µM), for inactives: at the top dose activity change, negative = inhibition, actives largely listed as inhibitors; AID 1469, 2008; hit rate 0.065% among 280,000; Thyroid hormone receptor beta (Homo sapiens), P10828;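 also: plate controls were bound peptide for no effect and peptide without receptor for full effect; nearly all actives have a fitted effect of over 50% in size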
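Binding of a 20-amino-acid Texas Red SRC2 peptide (20 nM) to TRb ligand-binding domain (0.6 uM) with agonist T3 at 1 uM was followed by fluorescence polarization after a 5 hr room-temperature incubation.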
Tau fibril FP: qHTS for Inhibitors of Tau Fibril Formation, Fluorescence Polarization; K18 P301L tau heparin fibrillization, Alexa594 FP, 6 h; Potency, µM (doses to about 57.7 µM), without a hit: at the top dose activity, negative = inhibition, usual class: inhibitors; hit rate 0.39% among 280,000; AID 1468, 2008; also: nearly all actives have a fitted effect of over 55% in size
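Heparin (20 uM) drove fibril formation of recombinant tau K18 P301L, 15 uM unlabeled with 0.24 uM Alexa 594 label, for 6 hr at 37 C in 100 mM sodium acetate pH 7. Fluorescence polarization (555/632 nm) read 1 hr after 30 uM ThT.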
L3MBTL1 inh: qHTS Assay for the Inhibitors of L3MBTL1; Lethal(3)malignant brain tumor-like protein 1 (Homo sapiens), Q9Y468; AlphaScreen L3MBTL1–H3K9me1 peptide binding; Potency, µM (doses to about 57.1 µM), for the others: at the highest dose activity, negative = inhibition, usual class: inhibitors; hit rate 0.66% among 230,000; also: nearly all actives have a fitted effect of over 60% in size
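L3MBTL1 50 nM + b-AHA-H3(1-15)K9me1 75 nM, 30 min RT; compound added, 30 min RT; streptavidin donor/Ni-chelate acceptor beads 10 ug/mL each final, 30 min RT dark; AlphaScreen read.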
Starred values were filed as active, the others as inactive; ? = inconclusive; . = no result given; [ ] = remark or other dose. Unless noted, calls follow the shape of the dose curve; as a rule, active = well fitted curve in the direction sought with a large enough effect; inconclusive = small, poorly fitted or top-dose-only effect, or another doubt; inactive = no such curve, though single readings can be large; an effect the other way counts as inactive or inconclusive. Unless noted, % is scaled to controls: 0 for no effect and ±100 for the full control effect; potency is read from the fitted curve at half-maximal effect.

SMILES	TR SRC2 fluor cs	aGal spleen mod	ALDH1A1 inh	Tau fibril ThT	Tau fluor counter	TRb SRC2 PPI	Tau fibril FP	L3MBTL1 inh
O=C(CSc1nnc(-c2ccco2)o1)c1ccccc1Cl	-7.1%	-2.1%	?	-14.6%	2.6%	1.1%	3.7%	-5.4%[11.4 µM]
COc1cccc(-c2cc(C(=O)NCC3CCCO3)c3ccccc3n2)c1 (stereo unspecified)	-1.9%	0.3%	?	-2.3%	-7.7%	2.4%	-5.4%	1.8%
CCc1nc(Nc2ccncc2)c2oc3ccccc3c2n1	-2.1%	11.1%	?	-8.8%	1.7%	-14.0%	-7.5%	2.5%
CCOc1ccc(OCC)c(NC(=O)C2CCN(S(=O)(=O)c3cccc4nonc34)CC2)c1	2.2%	2.1%	?	-10.2%	?	0.1%	1.6%	.
Cc1ccc(CNC(=O)CCc2c(C)nn(-c3ccc(N4CCCC4)nn3)c2C)cc1	3.2%	.	.	-9.7%	11.5%	9.9%	-0.6%	.
Cc1ccc2c(c1)c(C1=NC(=S)NC1=O)c(O)n2C	-5.3%	1.5%	?	?	-18.0%	-7.6%	-6.0%	.
COc1ccccc1N1CC(C)(C)C(=O)N(C(=O)c2ccc(C)cc2)C1=S	-0.5%	9.8%	.	-8.4%	-5.2%	4.3%	7.0%	-5.0%
Cc1cc(C)cc(OCC(=O)OCC(=O)NCc2cccs2)c1	-3.1%	7.6%	16.7%	-1.8%	-7.7%	3.3%	-0.1%	8.4%
CCOC(=O)Cc1csc(NC(=O)CSc2nnc(-c3ccc(F)cc3)o2)n1	-1.5%	-6.4%	21.4%	-11.7%	-4.0%	-7.1%	0.0%	12.1%
COc1cccc(CNC(=O)c2c(C)oc3nc(C)nc(N4CCOCC4)c23)c1	1.5%	.	.	10.5%	11.8%	-8.9%	-8.2%	.
CCC(C)(NC(=O)c1ccc(=O)[nH]c1)C(=O)NC1CCCC1 (stereo unspecified)	1.6%	6.1%	1.1%	-8.3%	-0.6%	0.1%	1.0%	5.1%
Cc1oc(-c2ccccc2F)nc1CS(=O)(=O)CC(=O)NCCCN1CCc2ccccc2C1	-0.7%	-5.5%	1.0%	-11.2%	-5.5%	7.8%	9.5%	1.0%
O=C(CNS(=O)(=O)c1ccc(Br)cc1)N1CCN(c2ccc(F)cc2)CC1	-2.4%	2.4%	-4.3%	-13.6%	-7.6%	-10.4%	11.9%	2.4%
Cc1cccnc1CCNC(=O)CCc1nnc(-c2ccccc2)o1	-3.1%	0.9%	?	-1.1%	2.7%	4.5%	2.6%	0.3%
O=C(c1ccco1)N1CCN(C(=O)c2ccc(Cn3cc(Br)cn3)o2)CC1	0.0%	-0.6%	?	-15.4%	-10.9%	-4.6%	-6.5%	.
C=CCNc1cnn(-c2ccc(C)cc2)c(=O)c1Cl	-3.2%	-10.7%	?	3.6%	3.8%	-4.1%	0.5%	-6.5%
Cc1cccnc1NC(=O)Nc1cccs1	0.3%	0.3%	-0.1%	-7.3%	-16.5%	7.8%	12.1%	.
O=C1c2[nH]nc(-c3ccccc3O)c2C(c2cccc(Cl)c2)N1Cc1ccco1 (stereo unspecified)	1.2%	-1.3%	?	?	?	3.9%	-7.3%	.
COc1ccc(/C=N/NC(=O)CN(Cc2ccccc2)S(=O)(=O)c2ccc3c(c2)OCCO3)cc1	-0.6%	-9.9%	-0.3%	-0.1%	-2.9%	-11.1%	9.1%	-6.7%
Cc1cc(C)c(NC(=O)CN2C(=O)NC(CCc3ccccc3)C2=O)c(C)c1 (stereo unspecified)	1.1%	2.0%	-1.0%	2.9%	3.9%	1.7%	3.5%	-1.1%[11.4 µM]
COc1cccc(/C=C2\SC(=S)N(c3cccnc3)C2=O)c1OC	1.0%	-1.8%	6.4%	-15.7%	-10.4%	2.4%	1.7%	.
COCCn1c(N2CCN(c3ccc(OC)cc3)CC2)nc2c1c(=O)n(C)c(=O)n2C	-10.0%	5.1%	5.1%	2.0%	4.4%	-1.1%	0.2%	-1.4%
COc1ccc(C(=O)COC(=O)CCN=C2NS(=O)(=O)c3ccccc32)cc1OC	-1.7%	-5.9%	9.6%	-15.6%	1.0%	6.3%	4.5%	-4.3%
Cc1nc2cc(C(F)(F)F)ccc2n1C1CCN(C(=O)N2CCOCC2)CC1	-0.6%	5.0%	7.1%	-4.0%	-2.4%	-0.5%	4.6%	5.5%
CCC(=O)N1CCc2cc(S(=O)(=O)NC(Cc3ccccc3)C(=O)O)ccc21 (stereo unspecified)	-1.0%	.	.	1.1%	4.9%	2.9%	8.5%	.
O=C(OCc1cc(=O)n2nc(C3CCCCC3)sc2n1)c1ccc(F)cc1	-1.9%	.	.	-14.0%	-9.3%	2.1%	-3.4%	.
CCOC(=O)c1cc2c(=O)n3ccccc3nc2n(CCOC)c1=NC(=O)c1c(-c2ccccc2Cl)noc1C	0.5%	.	.	15.3%	4.1%	3.5%	4.7%	.
COc1ccccc1NC(=O)C1=C(C)Nc2c(C(=O)Nc3cccc(C)c3)cnn2C1c1ccccc1Cl (stereo unspecified)	-2.3%	.	.	-7.9%	-21.6%	0.4%	?	.
COc1cc(NC(=O)c2cccs2)c(OC)cc1NC(=O)CCC(=O)Nc1ccc2ncccc2c1	-1.0%	2.3%	0.4%	?	?	9.4%	-7.0%	-6.2%
C=CCN(c1cccc(C(F)(F)F)c1)S(=O)(=O)c1cccc(C(=O)OCC(=O)NC(N)=O)c1	0.3%	-0.4%	3.1%	-4.2%	-24.2%	-2.1%	?	14.1%
CC(=O)Oc1ccccc1C1C[C@]2(C)CC(=O)NC2N1C(C)=O (stereo partly specified)	0.1%	2.2%	14.6%	-0.8%	4.8%	2.3%	1.6%	11.9%
O=C(CSc1cn(CCNC(=O)c2ccccc2)c2ccccc12)NCc1ccco1	-0.5%	2.2%	?	?	-26.1%	1.3%	-8.0%	.
CCNC(=S)N1CCC(C(O)(c2ccccc2)c2ccccc2)CC1	2.0%	11.2%	-4.8%	-2.6%	-7.9%	3.7%	-7.4%	-1.7%
CCOc1ccc(C(=O)Nc2cccc(C)n2)cc1	-7.2%	-5.0%	-4.2%	?	-0.1%	-2.5%	2.1%	-4.9%
O=S(=O)(NCc1csc(-c2cccs2)n1)c1cccs1	-1.2%	-3.9%	.	-1.0%	-8.8%	-0.7%	-3.8%	-0.1%
OCCN1CCOCCN(CCO)CCN(CCO)CC1	-5.5%	5.5%	2.8%	7.0%	5.2%	2.5%	1.9%	8.1%
Cc1ccc2c(Cl)c(C(=O)NCCCn3ccnc3)sc2c1	0.6%	1.5%	-1.3%	-11.8%	-1.8%	-2.8%	3.2%	-1.5%
COC(=O)c1ccccc1NC(=O)c1ccc(-c2cccc(Cl)c2)o1	-1.3%	6.5%	?	-25.1%	-13.4%	-6.7%	-3.7%	.
Cc1ccc(C(=O)O)cc1-c1ccc(C=C2C(=O)c3ccccc3C2=O)o1	-6.7%	-3.5%	5.01µM*	?	-15.5%	-2.6%	-14.5%	25.1µM*
O=C(c1cnn2cccnc12)N1CCN(Cc2ccc3c(c2)OCO3)CC1	-1.3%	-0.8%	-0.7%	-5.0%	2.4%	9.2%	3.5%	6.2%
O=C(Nc1ccc2c(c1)OCO2)C1CC(c2c(F)cccc2Cl)=NO1 (stereo unspecified)	2.0%	-0.7%	-10.5%	-20.0%	-19.1%	4.0%	-0.8%	.
Cc1ccc(N(C)S(=O)(=O)c2nnc(NC(=O)c3ccco3)s2)cc1	?	.	.	?	?	-3.0%	0.8%	.
O=C(c1ccco1)N1CCN(C(=O)c2cc3c(s2)-c2ccccc2OC3)CC1	0.1%	4.3%	?	?	-14.3%	4.3%	?	-3.8%
Cc1csc(Nc2ccc(C(=O)O)cc2)n1	-3.2%	-1.9%	4.7%	-3.2%	-4.1%	-3.6%	-1.1%	0.3%

Grouped by structure, those above with fluorine.
SMILES	TR SRC2 fluor cs	aGal spleen mod	ALDH1A1 inh	Tau fibril ThT	Tau fluor counter	TRb SRC2 PPI	Tau fibril FP	L3MBTL1 inh
CCOC(=O)Cc1csc(NC(=O)CSc2nnc(-c3ccc(F)cc3)o2)n1	-1.5%	-6.4%	21.4%	-11.7%	-4.0%	-7.1%	0.0%	12.1%
Cc1oc(-c2ccccc2F)nc1CS(=O)(=O)CC(=O)NCCCN1CCc2ccccc2C1	-0.7%	-5.5%	1.0%	-11.2%	-5.5%	7.8%	9.5%	1.0%
O=C(CNS(=O)(=O)c1ccc(Br)cc1)N1CCN(c2ccc(F)cc2)CC1	-2.4%	2.4%	-4.3%	-13.6%	-7.6%	-10.4%	11.9%	2.4%
Cc1nc2cc(C(F)(F)F)ccc2n1C1CCN(C(=O)N2CCOCC2)CC1	-0.6%	5.0%	7.1%	-4.0%	-2.4%	-0.5%	4.6%	5.5%
O=C(OCc1cc(=O)n2nc(C3CCCCC3)sc2n1)c1ccc(F)cc1	-1.9%	.	.	-14.0%	-9.3%	2.1%	-3.4%	.
C=CCN(c1cccc(C(F)(F)F)c1)S(=O)(=O)c1cccc(C(=O)OCC(=O)NC(N)=O)c1	0.3%	-0.4%	3.1%	-4.2%	-24.2%	-2.1%	?	14.1%
O=C(Nc1ccc2c(c1)OCO2)C1CC(c2c(F)cccc2Cl)=NO1 (stereo unspecified)	2.0%	-0.7%	-10.5%	-20.0%	-19.1%	4.0%	-0.8%	.

High-throughput results: PubChem BioAssay, National Center for Advancing Translational Sciences (NCATS)
